Fibroblast inh = blocks proliferation of human lung fibroblasts. 85,000 tested, 1.1% active. AID 719. viability, % at 10 µM. LL 47 human lung fibroblast viability, ATP luminescence; hits give low values;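 active = viability at or below 50% in the single dose screen; inactive = viability above 50%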;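 note: compound exposure lasted 72 h before the ATP readout; 100% = median luminescence of untreated cell-only wells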
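Test system: LL 47 human lung fibroblasts; Quantity: 1,150 cells/well; Buffer or medium: IMEM plus 15% FBS; Dosing: tenfold compound dosing solution, DMSO at 0.1%; Timing: overnight cell rest, 72 h compound treatment at 37 °C; Detection: ATP-based CellTiter-Glo luminescent readout; Read-out basis: viability percentage against median untreated-cell control; Controls: cell-only wells, no compound.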
ERa SRC1 pot = ER-alpha (human) coactivator binding potentiation | P03372 | TR-FRET ERalpha-LBD/SRC-Cy5 coactivator binding, 2 h; 100 = basal binding, no effect | coactivator binding (% of control), % at 25.6 µM | 86,000 tested, 1.3% active | AID 639; in the data active = activity above about 200%;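 note: binding measured in presence of low estradiol as agonist stimulus; 0% = peptide alone without receptor and 100% = receptor with peptide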
Target sequence (P03372 whole entry, looked up, the tested form may be a part): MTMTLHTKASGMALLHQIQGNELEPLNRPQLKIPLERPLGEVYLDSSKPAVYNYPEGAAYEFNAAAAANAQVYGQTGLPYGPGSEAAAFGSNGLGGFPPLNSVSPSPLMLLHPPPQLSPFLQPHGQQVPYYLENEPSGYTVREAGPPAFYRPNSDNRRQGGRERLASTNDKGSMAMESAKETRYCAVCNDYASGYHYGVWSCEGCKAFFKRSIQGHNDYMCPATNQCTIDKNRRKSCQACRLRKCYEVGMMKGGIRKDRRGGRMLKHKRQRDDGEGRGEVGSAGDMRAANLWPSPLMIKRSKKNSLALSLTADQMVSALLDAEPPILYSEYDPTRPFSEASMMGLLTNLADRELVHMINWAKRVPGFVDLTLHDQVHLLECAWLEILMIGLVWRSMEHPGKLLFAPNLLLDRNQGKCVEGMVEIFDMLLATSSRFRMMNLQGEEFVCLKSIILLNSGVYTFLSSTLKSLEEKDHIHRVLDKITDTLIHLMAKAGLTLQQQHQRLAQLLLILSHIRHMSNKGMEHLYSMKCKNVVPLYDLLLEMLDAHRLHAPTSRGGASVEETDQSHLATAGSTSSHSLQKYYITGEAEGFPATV
CD11b adhes inh = CD11b/CD18-fibrinogen binding inhibition; AID 1497; inhibition, % at 10 µM; K562 CD11b/CD18 adhesion to fibrinogen, ATPlite luminescence; Mn2+ added to activate the integrin; 93,000 tested, 0.54% active;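 active = primary inhibition of 50% or more at 10 µM, then 40% or more on retest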; note: some results filed as inactive read as strong as hits
H69AR inhibit = blocks growth of human H69AR lung tumor cells; H69AR lung tumor viability, ATP luminescence, 72 h; hits give low values; viability, % at 10 µM; 85,000 tested, 6% active;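 active = viability at or below 40%; inactive = viability above 40%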;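 note: multidrug resistant small cell line overexpressing MRP-1 efflux transporter; 100% = mean luminescence of untreated control wells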
CD11b adhes enh = CD11b/CD18-fibrinogen binding enhancement; P05107+P11215; K562 CD11b/CD18 adhesion to fibrinogen, ATPlite luminescence; activation, % at 10 µM; 93,000 tested, 0.07% active; AID 1499;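 active = 10 µM primary screen giving 50% or more activity, confirmed by 40% or more on retest at that dose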; note: strong numbers were not always called active
ERa coact inh = ER-alpha (human) coactivator binding inhibition; inhibition, % at 25.6 µM; 86,000 tested, 1.7% active; TR-FRET ER-alpha LBD / SRC-1 peptide, estradiol-bound; P03372; AID 629; in the data active = inhibition above about 50%;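 note: 0% = receptor plus peptide control and 100% = peptide only without receptor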
CYP2C19 inh = inhibitors of human CYP2C19; 96,000 tested, 21% active; inhibition, % at 5 µM; AID 778; P33261; CYP2C19 Supersomes, luciferin-H EGE luminescence, 30 min;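 active = CYP2C19 inhibition above a set limit at 5 µM in the primary screen, cut at about 50% in these data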;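 note: plate controls were negative control wells for no effect and 2.5 mM tranylcypromine positive control for full effect; values of inactives mirror those of a sister screen read the other way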
Target sequence (P33261 whole entry, looked up): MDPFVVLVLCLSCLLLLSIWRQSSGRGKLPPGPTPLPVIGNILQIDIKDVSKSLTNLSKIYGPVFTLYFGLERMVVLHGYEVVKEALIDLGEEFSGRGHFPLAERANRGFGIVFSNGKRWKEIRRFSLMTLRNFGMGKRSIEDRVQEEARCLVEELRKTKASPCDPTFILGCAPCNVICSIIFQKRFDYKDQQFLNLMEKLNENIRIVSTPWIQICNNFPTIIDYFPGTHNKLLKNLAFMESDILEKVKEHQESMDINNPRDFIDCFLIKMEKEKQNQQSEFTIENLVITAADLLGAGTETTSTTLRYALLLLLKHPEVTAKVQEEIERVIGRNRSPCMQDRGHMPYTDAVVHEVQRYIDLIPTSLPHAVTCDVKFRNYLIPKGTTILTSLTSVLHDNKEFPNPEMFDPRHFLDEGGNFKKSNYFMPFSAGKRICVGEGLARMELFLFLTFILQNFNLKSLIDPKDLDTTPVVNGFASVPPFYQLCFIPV
CYP2C19 act = cytochrome P450 2C19 (human) activation; activation factor at 5 µM; P33261; recombinant CYP2C19, luciferin-H EGE luminescence; hits give high values; 0 = fully inhibited enzyme, 1 = untreated enzyme; 96,000 tested, under 10 active;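 active = activation factor of at least 2 at 5 µM in the primary screen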;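 note: 0 = wells with 2.5 mM tranylcypromine and 1 = vehicle-only wells; values of inactives mirror those of a sister screen read the other way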
HUVEC inhibit = human endothelial cell proliferation inhibition. 86,000 tested, 1.1% active. HUVEC proliferation, CellTiter-Glo luminescence, 72 h; hits give low values. viability, % at 10 µM (by protocol);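 active = viability at or below 30%; inactive = viability above 30%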;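 note: 100% = median luminescence of DMSO-only cell control wells on each plate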
* hit, by the source's call; . = no result given; [ ] = remark or other dose.

Below each SMILES: CD11b adhes enh	H69AR inhibit	CD11b adhes inh	Fibroblast inh	ERa coact inh	CYP2C19 act	ERa SRC1 pot	HUVEC inhibit	CYP2C19 inh
> O=C(Oc1ccc(-n2cnnn2)cc1)c1ccco1
  0	98	38	115	7	0.9	114	96	9
> O=c1cc2c(nn1Cc1c(Cl)cccc1Cl)-c1ccccc1CC2
  12	84	-4	94	0	0.6	112[fluorescence artefact?]	97	36
> NCCN=C1NS(=O)(=O)c2ccccc21
  .	102	.	97	5	.	111	98	.
> NC(=O)CS(=O)(=O)c1nc2ccccc2n1CC(=O)N1CCCCC1
  0	86	-14	95	-8[fluorescence artefact?]	1.2	106[fluorescence artefact?]	92	-20
> COC(=O)C1=C(C)NC(C)=C(C(=O)OC)C1c1cc2cc(C)ccc2[nH]c1=O
  .	89	.	103	1	0.9	114	100	10
> O=c1c(Cl)c(N2CCCCC2)cnn1-c1nc2ccccc2[nH]1
  .	44	.	88	-1	0.4	86	65	62*
> Cc1nc2cc(-n3ccc(=O)cc3)ccc2n1-c1ccccc1
  1	90	.	.	-11	1.2	113	95	-19
> CCOC(=O)C1=C(C)N=c2sc(=C(C)C)c(=O)n2C1c1ccc(N(C)C)cc1 (stereo not drawn)
  .	92	.	91	-16	.	98	91	.
> CCOC(=O)c1[nH]c2ccccc2c1N=CN(C)C
  .	91	.	107	-7	.	102	93	.
> COc1ccccc1-c1cc(C(=O)Nc2cc(C)on2)no1
  7	92	-20	.	1	1	150[fluorescence artefact?]	77	1
> CCc1ccc(N2CCCn3c2nc2c3c(=O)n(CCN3CCOCC3)c(=O)n2C)cc1
  -3	.	-4	97	-14	0.9	118	93	7
> COc1ccc(C(C#N)N2CCOCC2)cc1 (stereo not drawn)
  .	83	.	89	-29	.	101	90	.
> COC(=O)c1nn2c(C(F)(F)F)cc(-c3ccc(Br)o3)nc2c1Br
  11	33*	-6	58	21	0.9	95	93	5
> CCn1c2ccccc2c2nc3cc(OC)c(OC)cc3nc21
  -2	.	0	.	.	0.8	.	.	19
> COc1ccc(C(C#N)C2(C)OCCO2)cc1OC (stereo not drawn)
  3	87	8	100	-6	0.9	115	94	14
> Cn1c(OCc2ccco2)nc2c1c(=O)n(Cc1ccc(Cl)c(Cl)c1)c(=O)n2C
  .	74	.	92	14	0.7	53[fluorescence artefact?]	86	31
> COc1cccc(N(CC(=O)NCc2cccnc2)S(C)(=O)=O)c1
  -4	93	-17	97	-7	0.6	128	106	44
> CC1C(=NO)C(C)C(c2ccccc2)NC1c1ccccc1 (stereo not drawn)
  -3	93	8	90	-5	0	108	115	98*
> CC(N)C12CC3CC(C1)CC(C(C)N)(C3)C2 (stereo not drawn)
  -2	92	-12	104	-5	1.2	115[fluorescence artefact?]	89	-23
> COc1ccc(NC(=O)CSc2nc(N)c(-c3ccccc3)c(=O)[nH]2)cc1
  -3	.	0	.	.	1	.	.	2
> CS(=O)(=O)c1ccc2nc(NC(=O)c3cc4ccccc4o3)sc2c1
  -4	.	16	.	.	0.9	.	.	15
> Cc1cc(NC(=O)CSc2nc3c(c(=O)n(C)c(=O)n3C)n2C(C)C)no1
  -4	90	-10	97	17[fluorescence artefact?]	0.8	92	100	20
> COc1cccc(CNC(=O)C2CCN(S(=O)(=O)c3cccc4cccnc34)CC2)c1
  .	102	.	100	-6	.	95	113	.
> CCOC(=O)c1ccccc1NC(=O)Cn1cnc2c(cnn2C(C)(C)C)c1=O
  -3	37*	2	95	-2	1	115	82	5
> CC1CCN(Cc2nc(-c3ccccc3)no2)CC1
  .	98	.	106	5	.	2	114	.
> O=S(=O)(NCC1CC1)c1cccc(S(=O)(=O)N2CCCC2)c1
  -5	92	-11	107	-7	0.6	107	108	36
> O=C(Nc1cccc(Cl)c1)Nc1ccccc1C(=O)NCc1ccco1
  -2	85	3	94	-4	0.9	88	81	14
> Cc1ccc(OCc2nnc(SCC(=O)Nc3cccc4ccccc34)n2-c2ccccc2)cc1
  .	18*	.	4.2*	-5	.	92	79	.
> CCc1ccc(NC2=CC(=O)CC(c3ccco3)C2)cc1 (stereo not drawn)
  -1	80	-9	87	3	0.5	76	78	54*
> Cc1ccnc(NS(=O)(=O)c2ccc(NS(=O)(=O)Cc3ccccc3)cc2)n1
  -4	.	5	.	.	1.1	.	.	-6

Next section, starting with the last 4 of the part before.
Below each SMILES: CD11b adhes enh	H69AR inhibit	CD11b adhes inh	Fibroblast inh	ERa coact inh	CYP2C19 act	ERa SRC1 pot	HUVEC inhibit	CYP2C19 inh
> O=C(Nc1cccc(Cl)c1)Nc1ccccc1C(=O)NCc1ccco1
  -2	85	3	94	-4	0.9	88	81	14
> Cc1ccc(OCc2nnc(SCC(=O)Nc3cccc4ccccc34)n2-c2ccccc2)cc1
  .	18*	.	4.2*	-5	.	92	79	.
> CCc1ccc(NC2=CC(=O)CC(c3ccco3)C2)cc1 (stereo not drawn)
  -1	80	-9	87	3	0.5	76	78	54*
> Cc1ccnc(NS(=O)(=O)c2ccc(NS(=O)(=O)Cc3ccccc3)cc2)n1
  -4	.	5	.	.	1.1	.	.	-6
> COc1ccc(C(=O)c2cn[nH]c2-c2cc(Cl)ccc2O)cc1
  -3	83	6	103	6	0	74[fluorescence artefact?]	76	98*
> COc1ccccc1Nc1nc(N)nc(-c2cc3ccccc3o2)n1
  4	10*	0	104	0	1.1	146	94	-10
> Cc1ccc(NC(=O)Cc2nn(C)c(=O)c3ccccc23)cc1F
  3	88	-2	96	-1	0.9	105[fluorescence artefact?]	83	12
> CCCOC(=O)C1=C(C)NC2=C(C(=O)CCC2)C1c1cccc(OC)c1OC (stereo not drawn)
  0	94	0	99	-6	0.2	127	88	78*
> CCOc1cc(S(=O)(=O)N(CC)CC)c(OCC)cc1-n1cnnn1
  .	48	.	93	-3	0.9	99	89	11
> Cc1cccc(N/C=C/C(=C(C#N)C#N)N(C)C)c1
  3	.	-56	.	.	0.2	.	.	76*
> O=C(OCCCCN1C(=O)c2ccccc2C1=O)c1ccc(S(=O)(=O)N2CCCC2)cc1
  -2	93	-4	98	-3	1	104	105	-3
> COC(=O)c1ccc(Sc2ccc(F)cc2)c(N)c1
  -2	109	20	97	-1	0.1	80	101	94*
> CCOC(=O)c1c(C)[nH]c(C(C)=O)c1C
  2	106	-3	90	-5	0.5	99	69	51*
> Cc1cccc(NC(=O)CSc2nnc(C)n2Cc2ccccc2)c1
  -3	106	2	99	-3	0.4	101	91	59*
> CCOc1ccc(NC(=O)Nc2ccc3c(c2)nnn3C)cc1
  -2	.	-5	.	.	1.2	.	.	-24
> CCOCCSc1nnc2nc(C)cc(C)n12
  -1	98	-10	109	-9	1.1	118	95	-6
> CCOC(=O)c1oc2ccccc2c1NC(=O)c1ccccc1OC
  .	73	.	96	-10	1	102	104	4
> C=C(C)c1cccc(C(C)(C)NC(=O)N2CCCC2)c1
  .	103	.	105	-11	.	100	97	.
> Cc1nnc(-n2ncc(C#N)c2N)c2nn(-c3ccccc3F)c(C)c12
  .	90	.	89	-3	.	118	96	.
> Cc1ccc(S(=O)(=O)N(CC(O)CN2CCCCC2)c2ccccc2)cc1 (stereo not drawn)
  4	93	-5	102	16	1	62[fluorescence artefact?]	96	2
> CC(C)(C)NC(=O)C1CC(=O)OC1(C)C (stereo not drawn)
  -4	94	8	100	5	1	99	97	-1
> C=CCn1c(COc2ccccc2)nnc1SCc1ccc(C#N)cc1
  -1	87	-4	100	0	0.8	106	105	21
> Cc1ccc(C)c(CN2CCNC2=O)c1
  .	104	.	105	-1[fluorescence artefact?]	.	110	97	.
> Cc1nc2scc(-c3ccccc3)c2c(=O)n1N
  -3	94	3	95	-7	0.5	98	103	46
> Cn1ccnc1SCC(=O)Nc1ccc(Oc2ccccc2)cc1
  2	98	8	93	-6	0.1	106	92	88*
> CN(C)S(=O)(=O)N1CCN(S(=O)(=O)c2ccc3ccccc3c2)CC1
  4	100	-11	105	1	0.9	104	104	6
> Fc1ccc(OCCCCCN2CCCC2)cc1
  -2	.	8	.	.	1	.	.	0
> C=C1c2cc(OC)ccc2NC(=O)N1CC
  0	90	-35	106	-12	0.7	91	70	27
> CCn1c(SCCC(=O)Nc2ccccc2)nnc1-c1ccc(OC)cc1
  0	84	5	99	-10	0.1	100	95	93*
> CC(=O)N1CCc2cc(S(=O)(=O)NCCC(=O)Nc3cccc(C)c3C)ccc21
  -5	96	-9	84	4	0.9	107	88	6
> Cc1ccc(N(CN2C(=O)C3CC=CCC3C2=O)C(=O)c2ccco2)cc1Cl (stereo not drawn)
  0	74	-11	86	23	0.5	92	88	45
> O=C(NCC1CCCO1)c1ccc(CS(=O)(=O)c2ccc(Br)cc2)o1 (stereo not drawn)
  7	92	-1	100	-4	1	108	107	-4
> CCC(=O)NC(=S)Nc1cccc(NC(=O)CC)c1
  -1	.	-16	.	.	0.8	.	.	22
> CCOc1ccc2[nH]c(C)c(CN(C)C)c(=O)c2c1
  2	102	18	.	-6	1	129	96	-5
> CN1C(=O)C2(c3ccccc31)C1CCCC=C1C(C#N)=C(N)C2(C#N)C#N (stereo not drawn)
  -2	96	13	94	-5	1	100	97	0
> Cc1ccc(N2C(=O)C3ON(c4ccccc4)C(c4ccncc4)C3C2=O)c(C)c1 (stereo not drawn)
  -1	100	22	108	-6	0	102	103	100*
> Cc1ccc2c(c1)c(-c1ccccc1)nc1nncn12
  2	62	-9	100	11	0.8	97	93	16
> COC(=O)c1ccsc1NC(=O)CSc1nnnn1Cc1ccccc1
  .	59	.	101	-8	.	105	87	.
> CC(=O)Nc1ccc(N2C(=O)CSC2c2ccc(F)cc2)cc1 (stereo not drawn)
  -2	91	-8	94	-2	1.2	133	95	-17
> COc1ccc(-c2nn3c(-c4ccccc4)nnc3s2)cc1OC
  -2	68	7	99	4	1	123	95	1
> CCn1c(-c2ccsc2)nc2c1c(=O)[nH]c(=O)n2Cc1ccccc1
  -6	88	-6	97	18[fluorescence artefact?]	0.5	76	92	52*
> Cc1cccc(OCC(=O)Nc2ccc(N3CCCC3)cc2)c1C
  64	89	-5	99	95*[fluorescence artefact?]	0.7	6[fluorescence artefact?]	101	25
> O=C1CCN=C(Nc2ccc(F)cc2)N1Cc1ccccc1
  -2	93	-28	108	8	0.6	84	103	39
> CCCN(CCC)CCNC(=O)C1CC(=O)N(c2ccc(OC)cc2)C1c1ccc(OC)cc1 (stereo not drawn)
  .	93	.	95	0	1.1	116	93	-5
> CCCCCn1c(=O)c(C(=O)c2ccccc2)nc2ccccc21
  .	71	.	95	-5	0.8	64	94	24
> Brc1ccc(-c2nnc3n2-c2ccccc2CC3)cc1
  -3	97	-8	99	1	0.1	90	110	86*
> CCOc1ccc(CNC(=O)C2CCN(S(=O)(=O)CC)CC2)cc1OC
  .	87	.	107	-1	1.1	102	108	-7
> CCN(CC)C(=O)CSc1nnc(-c2ccco2)n1Cc1ccco1
  0	72	-11	100	-4	0.9	105	102	8
> CCCNC(=O)C1CCN(S(=O)(=O)c2ccc(-c3nn[nH]n3)cc2)CC1
  -2	.	-6	.	.	0.6	.	.	41
> CCc1cccc(OCC(=O)Nc2ccc(S(=O)(=O)Nc3onc(C)c3C)cc2)c1
  -1	102	0	95	-12	0.9	138[fluorescence artefact?]	93	7
